# From PubChem
# IMP-1 inh: blocks Pseudomonas aeruginosa IMP-1 metallo-beta-lactamase; AID 1556; inhibition, % at 5.6 µM; 0.45% of 290,000 active; purified IMP-1, nitrocefin hydrolysis, epi-absorbance fluorescence;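 active = inhibition above the mean plus 3 SD of all compounds in the same screening run, cut at about 4.5% in these data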;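 also: 0% = IMP-1 with DMSO and 100% = DMSO wells lacking enzyme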
#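 System: purified IMP-1 / Input: IMP-1 dispensed at 0.2 nM / Medium: 50 mM HEPES pH 7.1, 50 µM ZnSO4, 0.05% Brij 35 / Timing: 15 min enzyme–compound preincubation, then 25 min nitrocefin reaction, 25 °C / Technique: plate fluorescence quenching by hydrolysis product, ex 480/em 530 nm / Repeats: singlicate testing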
# p-CIP stab down: p/CIP protein destabilization. Q05BA5. 0.01% of 290,000 active. F442A p/CIP-EGFP cells, EGFP fluorescence, 16 h. decrease of EGFP signal, % at 10 µM;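 active = EGFP signal decrease of at least 30% at 10 µM or well 3 SD below plate mean, unless failing retest; inactive = the rest, including hits failing retest or dose response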; also: some compounds called inactive have numbers as strong as hits; many of its hits are not listed in these tables
# VIM-2 inhibitor: blocks Pseudomonas aeruginosa VIM-2 metallo-beta-lactamase. 0.89% of 290,000 active. purified VIM-2, nitrocefin hydrolysis, epi-absorbance fluorescence. inhibition, % at 5.6 µM;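 active = inhibition above the mean of all tested compounds plus 3 SD, cutoff set per screening run, cut at about 7.5% in these data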;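 also: red hydrolysis product quenches plate fluorescence so inhibitors raise well fluorescence; 0% = enzyme with DMSO and 100% = DMSO without enzyme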
# IDE cell activ: IDE (human) activation, cell-based. HEK cells, FAbeta-B cleavage, fluorescence polarization; 0% vehicle, 100% cell-free pure enzyme wells. activation, % at 5.96 µM. 0.073% of 340,000 active;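 active = activation above the mean of all tested compounds plus 3 SD, set per screening campaign, cut at about 17% in these data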
# UBC9 SUMO inh: SUMOylation inhibition | P63279 | HTRF SUMOylation assay, SAE1/SAE2 + UBC9, in vitro | inhibition, % at 35 µM | 0.36% of 290,000 active | AID 2006; in the data active = inhibition above about 50%, passing the limit was not always enough; also: strong numbers were not always called active
# Target sequence (P63279 whole entry, looked up): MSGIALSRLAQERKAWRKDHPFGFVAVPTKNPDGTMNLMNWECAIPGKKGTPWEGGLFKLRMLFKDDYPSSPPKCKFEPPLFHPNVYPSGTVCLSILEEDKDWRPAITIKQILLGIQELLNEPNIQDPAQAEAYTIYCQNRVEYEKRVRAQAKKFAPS
# CRFBP-R2 block: blocks CRF-induced signaling of the CRF-BP/CRF-R2 complex. HEK293 CRF-R2/CRF-BP, CRF-induced calcium fluorescence. inhibition, % at 11.8 µM. 0.59% of 350,000 active. AID 588475;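 active = inhibition of the ligand-induced calcium signal above about 50% at the single tested concentration, limit read from the data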
# GalR3 antag: human GalR3 antagonism. 0.44% of 360,000 active. O60755. HEK293 GalR3-CNG cAMP membrane potential fluorescence; galR3 body fused to GalR1 C-terminus. AID 651719. inhibition, % at 3 µM;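 active = inhibition above the screen-wide average plus 3 SD, cut at about 13% in these data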;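 also: forskolin and galanin both at EC90 stimulate the cells; cAMP rise reported by CNG channel membrane potential dye signal; 0% = forskolin plus galanin with DMSO and 100% = forskolin alone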
# Target sequence (O60755 1-299 limits assumed): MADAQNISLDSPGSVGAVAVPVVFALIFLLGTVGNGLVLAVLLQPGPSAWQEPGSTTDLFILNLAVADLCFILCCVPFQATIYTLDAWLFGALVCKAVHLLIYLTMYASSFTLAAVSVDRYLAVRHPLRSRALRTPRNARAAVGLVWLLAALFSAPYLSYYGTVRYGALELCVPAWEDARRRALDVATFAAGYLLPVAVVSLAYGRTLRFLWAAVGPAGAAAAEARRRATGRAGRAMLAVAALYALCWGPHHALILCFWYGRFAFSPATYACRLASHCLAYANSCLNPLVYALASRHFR
# IDE inh: inhibitors of human insulin-degrading enzyme in cells | 0.41% of 320,000 active | AID 434962 | HEK cells, FAbetaB cleavage, fluorescence polarization | P14735 | inhibition, % at 5.59 µM;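 active = percent inhibition above the average of all tested compounds plus 3 SD, set per screening campaign, cut at about 16% in these data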;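 also: IDE supplied by intact live HEK cells; FP after avidin binding of uncleaved biotin substrate so inhibition keeps polarization high; 0% = DMSO wells and 100% = 60 µM reference IDE inhibitor Ii1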
# NS3 helicase inh: blocks Hepatitis C virus NS3 helicase unwinding. NS3 helicase DNA unwinding, Cy5 molecular beacon fluorescence. inhibition, % at 10.9 µM. 0.56% of 290,000 active;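 active = inhibition above the mean of all tested compounds plus 3 SD, set per campaign, cut at about 35% in these data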;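 also: 0% = DMSO wells and 100% = thioflavine S control wells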
#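 Compound dosing – single dose, 10.9 µM nominal final, DMSO 0.8% final · System – NS3 helicase fragment of HCV · Buffer or medium – MOPS pH 6.5, MgCl2, DTT, Tween20, BSA · Signal – Cy5 beacon fluorescence read at start and 1 h · Also added – annealed dual-labelled DNA beacon duplex, ATP-started · Schedule – 1 h at 25 °C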
# Starred values were filed as active, the others as inactive; x = no result given. Compounds as they come. Share with any hit: about 3.2%.
# Start of the data: the first 2 records (preview)
IMP-1 inh	p-CIP stab down	VIM-2 inhibitor	IDE cell activ	UBC9 SUMO inh	CRFBP-R2 block	GalR3 antag	IDE inh	NS3 helicase inh	SMILES
-2.6	-5	-2.7	3	10	20	-6	1	-3	Cc1ccccc1N1C(=O)CC(N2CCC(C(N)=O)CC2)C1=O (stereo unspecified)
-0.1	-5	0.8	0	-22	7	-4	-2	-3	COc1ccc(CNc2nc3c(c(=O)n(Cc4ccc(Br)cc4)c(=O)n3C)n2C)cc1

# This part in full, from the first entry:
IMP-1 inh	p-CIP stab down	VIM-2 inhibitor	IDE cell activ	UBC9 SUMO inh	CRFBP-R2 block	GalR3 antag	IDE inh	NS3 helicase inh	SMILES
-2.6	-5	-2.7	3	10	20	-6	1	-3	Cc1ccccc1N1C(=O)CC(N2CCC(C(N)=O)CC2)C1=O (stereo unspecified)
-0.1	-5	0.8	0	-22	7	-4	-2	-3	COc1ccc(CNc2nc3c(c(=O)n(Cc4ccc(Br)cc4)c(=O)n3C)n2C)cc1
1.8	6	2.4	3	-3	-4	-2	-1	14	COC(=O)c1c(NC(=O)C2CC=CCC2C(=O)O)sc2c1CCCCC2 (stereo unspecified)
-0.3	-3	1.0	7	x	-13	0	2	0	CCOc1ccc(NS(=O)(=O)c2cc3c4c(c2)C(C)C(=O)N4CCC3)cc1 (stereo unspecified)
x	x	x	0	x	-7	-2	1	x	Cc1ccc(OCCC(=O)OCC(=O)N2c3ccccc3NC(=O)C2(C)C)cc1
-4.9	-16	0.9	-5	-2	7	13*	0	-2	COc1ccc(CCNC(=O)c2csc3c2CCCC3)cc1OC
-0.5	7	-0.6	-2	-7	-6	-4	-5	-17	CCCCCCCN1CCC(=O)N([C@H](CO)Cc2ccccc2)CC1
0.8	-6	-1.9	0	-5	-7	-5	3	0	O=C(O)c1cccc(NCc2cccnc2)c1
-1.2	-5	-2.0	1	15	16	-3	-8	8	Cc1nn(C)cc1C=NCCOCc1ccccc1
-3.6	1	-1.3	3	-8	17	-5	5	-5	CCN1CCN(c2nc3c(c(=O)[nH]c(=O)n3C)n2CCCSc2ncccn2)CC1
-3.8	4	-0.8	-2	-18	0	-5	-1	2	O=C(CCCO)c1ccc2c(c1)OCCO2
-1.9	-4	-1.9	3	8	5	-3	3	-1	COc1ccc(S(=O)(=O)NCCc2nnc3ccc(SCc4cccnc4)nn23)cc1
-2.0	-1	-0.8	4	4	-4	1	-4	8	CCn1nc(C)c(CNC(=O)c2cc(COc3ccc(C)nc3)on2)c1C
-2.1	12	0.4	x	-5	-13	0	0	-18	COc1ccc(-c2cc(C3CCN(Cc4ccc([N+](=O)[O-])cc4)CC3)[nH]n2)cc1
-1.6	-2	0.0	2	-6	28	-3	7	-8	O=[N+]([O-])c1ccc(Sc2ccc(Cl)c(Cl)c2)nc1
-6.6	12	-1.9	3	-5	6	-3	3	7	O=C(OCN1C(=O)c2ccccc2C1=O)c1ccc(Cl)nc1
-1.1	-13	0.3	3	20	-8	11	3	-12	O=C(CCc1nnc(CCCCc2ccccc2)o1)N1CCC(N2CCCC2)CC1
-2.9	3	-4.8	1	16	26	-5	-4	1	COC(=O)/C=C1\SC(=Nc2ccc(OC)cc2)NC1=O
x	x	x	-2	x	0	-2	-2	x	CCOC(=O)CN[C@H]1CCC2C3CC=C4C[C@@H](O)CC[C@]4(C)C3CC[C@@]21C (stereo partly specified)
-2.6	-15	-3.9	5	-30	23	4	-4	-19	CSc1nc2cc(Oc3cccc(Cl)c3Cl)c(Cl)cc2[nH]1
-2.2	-26	-2.6	2	5	2	-11	6	14	COc1nc(C)cc(C)c1S(=O)(=O)c1ccccc1
-1.3	-19	0.9	-37	-1	3	-7	13	-7	CC(C)OCCCNc1ncnc2c1[nH]c1ccccc12
-0.9	1	-1.1	3	4	1	3	-3	2	COc1ccc(N2CCN(C(=O)CNC(=O)c3ccco3)CC2)cc1
-3.6	0	-1.5	5	6	17	0	-3	4	O=C(c1cccc(Oc2ccc([N+](=O)[O-])cc2Cl)c1)N1CCCCC1
-5.7	-13	-2.2	-4	12	-6	-3	6	3	COc1ccccc1NS(=O)(=O)c1cccc(C(=O)N/N=C/c2ccc3c(c2)OCCO3)c1
-1.1	-22	-1.9	9	-5	-6	1	1	-27	CCn1c2ccccc2c2cc(CN3CCN(S(=O)(=O)Cc4ccccc4)CC3)ccc21
-2.9	-4	0.9	3	9	13	2	-1	-7	COc1ccc(CC(=O)Nc2ccc3c(C)cc(=O)oc3c2)cc1OC
-1.6	14	-1.8	4	-7	-4	-8	4	10	CC(NC(=O)c1ccco1)C(=O)N(C)Cc1ccc(C(F)(F)F)cc1 (stereo unspecified)
-3.3	-10	-2.6	-8	20	1	-6	-1	8	Cc1ccc(-c2cc(-c3ccc(F)cc3)c(C#N)c(N)n2)o1
-3.1	3	-5.1	5	11	-14	-7	1	5	CC(Oc1ccc(/C=N/NC(=O)Cc2cccc3ccccc23)cc1)C(=O)O (stereo unspecified)
x	x	x	3	x	0	-3	0	x	CC(C)=C[C@@H]1C[C@H](C)[C@H]2CC[C@H](C)c3c(O)c(O)c(C)c1c32
-0.7	-5	0.1	7	-8	-7	-2	-3	2	COC(=O)c1cc(NS(=O)(=O)c2ccc(N3CCOCC3)c(N)c2)cc(C(=O)OC)c1
-0.8	2	-1.3	7	26	11	x	-4	-10	O=C(CN1C(=O)S/C(=C\C=C\c2ccccc2)C1=O)N1CCCCC1
-3.4	-3	0.4	2	6	-21	-6	x	6	Nc1nc(NCCOCCO)nc(Nc2cccc(F)c2)c1[N+](=O)[O-]
1.6	-22	4.5	x	24	12	4	-1	29	O=C(O)CCCCCN1C(=O)C(O)=C(C(=O)/C=C/c2ccccc2)C1c1ccc2c(c1)OCO2 (stereo unspecified)
x	x	x	2	x	63*	-7	-3	x	CC(NC(=O)COC(=O)c1ccc2c(=O)n3c(nc2c1)CCCCC3)c1ccccc1 (stereo unspecified)
-3.0	4	-3.7	0	6	-17	4	7	1	COc1ccc(CNC(=O)COC(=O)c2ccc3c(c2)OCCO3)cc1
-3.6	21	-1.9	-2	27	-22	-5	6	-7	Oc1ccccc1-c1nc2c3ccccc3c3ccccc3c2[nH]1
-4.1	-11	-2.4	x	5	7	-4	1	4	N=C1SC(CC(=O)Nc2ccc([N+](=O)[O-])cc2)C(=O)N1c1ccccc1 (stereo unspecified)
-2.1	2	-0.8	0	2	-19	-1	2	4	Cc1ccc(C(=O)N/C(=C/c2cccnc2)C(=O)NCc2ccco2)cc1
-4.2	-7	-5.2	-3	3	4	-5	5	14	O=C(c1ccc2c(=O)n(Cc3ccccc3Cl)c(=S)[nH]c2c1)N1CCCC1
-2.1	2	0.1	5	5	6	-5	9	4	CC(C)NC(=O)C1CCN(C2CCN(Cc3nc4ccccc4s3)CC2)CC1
-3.2	-1	-1.5	-5	-9	-4	-7	-6	5	CCCOc1ccccc1-c1nc(SCCC(=O)O)n[nH]1
-1.1	-6	-0.1	1	26	3	-4	-2	-12	O=C(OCc1cccc([N+](=O)[O-])c1)c1ccncc1
-2.4	-13	-2.5	-1	14	3	-1	4	-1	O=C(Nc1ccccn1)C(NS(=O)(=O)c1cccc2nsnc12)c1ccccc1 (stereo unspecified)
-2.2	-14	-5.1	-3	8	1	-10	0	-8	O=C(COc1ccc(Cl)cc1)Nc1ccc(N2CCN(C(=O)c3ccco3)CC2)cc1
-3.2	-10	0.7	0	-8	-25	1	-2	-11	CN(C)S(=O)(=O)c1cc(NC(=O)CN2C(=O)NC3(CCCc4ccccc43)C2=O)ccc1Cl (stereo unspecified)
-0.8	-4	3.6	1	12	-21	-6	4	-10	CCCn1c2c(c(O)c(C(=O)NCCCN(CC)CC)c1=O)CCCC2
x	x	x	-1	x	2	-3	6	x	Cc1cc(=O)oc2cc(OCC(=O)N3CCOCC3)c(Cl)cc12
-1.8	5	-1.8	4	-12	-20	-3	-2	-17	Cc1cc(C)c(OCC(=O)N2CCN(c3ncc(C(F)(F)F)cc3Cl)CC2)c(C)c1

# Part of the list above, limited to IDE inh.
SMILES | IDE inh
COC(=O)/C=C1\SC(=Nc2ccc(OC)cc2)NC1=O | -4
COc1ccc(N2CCN(C(=O)CNC(=O)c3ccco3)CC2)cc1 | -3
O=C(CCc1nnc(CCCCc2ccccc2)o1)N1CCC(N2CCCC2)CC1 | 3
CC(Oc1ccc(/C=N/NC(=O)Cc2cccc3ccccc23)cc1)C(=O)O (stereo unspecified) | 1
COc1ccc(CCNC(=O)c2csc3c2CCCC3)cc1OC | 0

# Continuation.
IMP-1 inh	p-CIP stab down	VIM-2 inhibitor	IDE cell activ	UBC9 SUMO inh	CRFBP-R2 block	GalR3 antag	IDE inh	NS3 helicase inh	SMILES
-3.2	-9	-0.7	-2	11	27	-6	-5	8	Nc1nc(SCC(=O)N2CCN(S(=O)(=O)c3ccc(Cl)cc3)CC2)n[nH]1
-2.2	-1	-4.2	8	-3	53*	2	-8	-1	COC(CNc1ncnc2c1cnn2C)OC
x	x	x	-1	x	-1	-2	0	x	CC(C)NC(=O)N(C)C[C@H]1Oc2ccc(NC(=O)c3ccncc3)cc2C(=O)N([C@H](C)CO)C[C@@H]1C
-0.7	4	-2.3	8	17	-12	-6	0	-6	c1ccc(C2C3=C(Nc4ncnn42)c2ccccc2CCC3)cc1 (stereo unspecified)
0.6	4	-1.1	6	6	-2	-10	x	13	O=C(NC1CCCCC1)N1CCNCC1
-2.7	8	-1.2	4	13	0	-5	-1	-1	CCC(=O)Nc1cccc(NC(=O)c2cc3ccccc3o2)c1
-2.4	0	-2.0	2	6	-13	-5	5	-2	O=C(c1ccc(COc2ccccc2[N+](=O)[O-])o1)N1CCCCC1
-1.8	-6	0.4	-3	6	29	1	3	4	O=c1c2ccccc2nc2n1C(CSc1ccc(Cl)cc1)CN2 (stereo unspecified)
-7.8	8	-6.1	-10	-31	3	-6	2	23	COc1ccc(O)c(-c2cc(-c3cccs3)[nH]n2)c1
-1.8	-11	-2.8	-3	17	-10	-2	-1	-3	CCOC(=O)C1=NN(c2ccc(OC)cc2)C(c2ccccc2)CC1=O (stereo unspecified)
-2.3	2	-1.0	-4	-9	15	-6	-2	8	O=[N+]([O-])c1ccc(CSc2nnc(SCc3ccccc3)s2)cc1
-4.0	-10	-3.6	1	22	9	-1	x	-16	COc1cc(CNc2ccc3[nH]c(=O)[nH]c3c2)ccc1OCc1ccc(C)cc1
-4.2	-8	-2.4	2	0	1	6	x	2	C/C(=N\N1CCN(c2ccccc2)CC1)c1ccc(O)cc1
-5.4	-8	0.1	5	-5	22	-5	4	0	CCN(CC)c1ccc(/C=N/OCC(=O)N2CCCc3ccccc32)cc1
x	x	x	-1	x	1	-6	3	x	CC1CCC(NC(=O)c2cc3c(s2)CCCC3)CC1 (stereo unspecified)
-2.4	-13	-3.3	-7	13	-137	-2	-2	15	CCCCCCNC(=O)C(C#N)c1nc2ccccc2nc1N1CCCC1 (stereo unspecified)
-1.1	-3	-4.8	5	-29	13	-1	-1	3	CC(CCc1ccccc1)NC(=O)COC(=O)c1cccc2ccccc12 (stereo unspecified)
